# Compound activity as filed in PubChem.
# TEAD-YAP block: TEAD-YAP interaction inhibition. HEK-TIYL cells, TEAD-Gal4/YAP UAS-luciferase luminescence. inhibition, % at 9.12 µM. 640,000 tested, 1.4% active; in the data active = inhibition above about 32%;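 note: 0% = median of test compound wells and 100% = reference inhibitor wells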
# MITF primary: blocks human microphthalmia-associated transcription factor | O75030 | AID 1259374 | inhibition, % at 2.6 µM | AlphaScreen MITF homodimerization, bead proximity signal | 650,000 tested, 0.91% active; in the data active = inhibition above about 50%;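 note: 0% = vehicle wells with protein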
# Target sequence (O75030 whole entry, looked up): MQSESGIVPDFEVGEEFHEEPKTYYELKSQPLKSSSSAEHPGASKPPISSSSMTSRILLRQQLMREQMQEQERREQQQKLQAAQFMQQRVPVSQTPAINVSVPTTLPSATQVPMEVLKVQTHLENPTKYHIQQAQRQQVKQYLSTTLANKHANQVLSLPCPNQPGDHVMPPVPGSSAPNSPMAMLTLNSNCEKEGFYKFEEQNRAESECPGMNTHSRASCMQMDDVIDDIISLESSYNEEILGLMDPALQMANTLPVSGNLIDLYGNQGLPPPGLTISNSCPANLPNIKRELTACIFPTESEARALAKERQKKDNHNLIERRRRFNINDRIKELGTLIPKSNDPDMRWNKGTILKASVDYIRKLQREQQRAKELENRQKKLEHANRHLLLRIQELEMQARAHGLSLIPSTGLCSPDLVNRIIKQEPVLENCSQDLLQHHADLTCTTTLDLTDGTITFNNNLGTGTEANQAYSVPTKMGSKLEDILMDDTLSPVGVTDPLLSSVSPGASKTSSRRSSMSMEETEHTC
# GPR151 ag: human GPR151 activation; Q8TDV0; PathHunter beta-arrestin GPR151 cells, luminescence; activation, % at 11.2 µM; 650,000 tested, 1% active; in the data active = activation above about 4.9%;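 note: 0% = median of compound wells and 100% = cells with positive control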
# Target sequence (Q8TDV0 whole entry, looked up): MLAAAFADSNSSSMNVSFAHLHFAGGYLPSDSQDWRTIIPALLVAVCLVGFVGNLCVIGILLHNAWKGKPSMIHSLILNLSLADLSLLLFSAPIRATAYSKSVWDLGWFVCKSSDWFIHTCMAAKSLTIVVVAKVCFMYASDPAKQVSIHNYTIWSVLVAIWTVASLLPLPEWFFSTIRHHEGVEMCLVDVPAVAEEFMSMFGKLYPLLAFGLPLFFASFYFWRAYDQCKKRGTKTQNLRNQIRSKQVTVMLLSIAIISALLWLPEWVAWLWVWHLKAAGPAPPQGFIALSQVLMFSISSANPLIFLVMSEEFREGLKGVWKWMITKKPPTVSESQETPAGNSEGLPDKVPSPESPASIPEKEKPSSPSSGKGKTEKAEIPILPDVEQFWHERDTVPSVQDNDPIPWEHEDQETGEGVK
# FBW7 activator: human FBW7 E3 ligase activation, primary screen. Q969H0. AlphaScreen FBW7–phospho-cyclin E peptide binding, activator screen. normalized activity (activation), % at 26.1 µM. 650,000 tested, 0.13% active; in the data active = normalized activity above about 1.9%;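 note: purified mutant Fbw7 with reduced substrate affinity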
# An asterisk follows results filed as active. An unsorted share of the library (roughly 3.4% active in at least one column).
SMILES,TEAD-YAP block,MITF primary,GPR151 ag,FBW7 activator
Fc1ccc(NC(=S)N/N=C/c2ccncc2)cc1,-2,13,-0.2,0.4
Cn1c(CN2CCOCC2)c(C#N)c2ccccc21,7,10,1.5,0.4
O=C(NNS(=O)(=O)c1ccc2c(c1)Cc1cc(S(=O)(=O)NNC(=O)c3ccncc3)ccc1-2)c1ccncc1,4,2,0.8,-0.2
CCOc1cnc(C(=O)NNC(=O)c2ccc(S(=O)(=O)N3CCOCC3)cc2)o1,-5,-1,1.1,-0.1
Cc1nc(Nc2ccc(F)cc2F)c2c3c(sc2n1)CCCC3,-1,7,0.4,0.0
CC(=O)Nc1ccc(S(=O)(=O)NCC(c2ccc3c(c2)CCCN3C)N2CCCCC2)c(C)c1 (centres undefined),6,-5,-1.6,-0.2
Clc1nc(NC2CC2)c2ncn(-c3ccsc3)c2n1,28,-9,-0.3,-0.2
CCOC(=O)c1c(NC(=O)c2cc(-c3ccc(C)cc3)nc3ccccc23)sc2c1CCC(C(C)(C)C)C2 (centres undefined),20,-2,-1.2,0.1
CC(=O)Nc1ccc(Nc2nc(-c3ccc(C(=O)NC4CC4)cc3)nc3c2ncn3C(C)C)cc1,30,5,0.0,0.2
O=C1C=C/C(=N/S(=O)(=O)c2ccc(Cl)cc2)C=C1Cl,-2,8,-1.1,0.0
CC1CCCC(NC(=O)C2N(CCC3=CCCCC3)C(=O)C3C(C(=O)Nc4ccc(F)c(Cl)c4)C4C=CC32O4)C1C (centres undefined),6,-8,-0.8,-0.1
CC(=O)c1ccc(NC(=O)C(C)OC(=O)CNC(=O)c2ccccc2F)cc1 (centres undefined),-1,15,0.7,0.0
CCC(C)NC(=O)CN(c1ccc(C)cc1)S(=O)(=O)c1ccc(OC)cc1 (centres undefined),1,-2,-1.0,-0.1
O=C(c1ccc(F)cc1)C(C(=O)N1CCN(c2ccccc2)CC1)n1ccccc1=O (centres undefined),10,-1,1.7,-0.1
COc1ccc(C(=O)C2CCCN(C(=O)Cn3nc(C)nc3C)C2)cc1F (centres undefined),-10,3,1.1,0.0
COc1cc(/C=C(\C#N)c2nc(-c3ccc(F)cc3)cs2)cc(OC)c1OC,-6,-5,-1.3,-0.1
CCC(=O)N(CCc1ccccc1)Cc1cc2cc(C)c(C)cc2n2nnnc12,-11,1,-0.9,0.1
Cc1noc(C)c1CSc1nnc(Nc2ccccc2)s1,8,-5,-1.7,0.1
C=C(Cl)COC(=O)C1C2C=CC(C2)C1C(=O)Nc1ccc([N+](=O)[O-])cc1 (centres undefined),8,3,0.5,-0.3
CSCCC(NC(=O)C(Cc1ccc(F)cc1)NC(C)=O)C(=O)O (centres undefined),0,-7,-0.5,-0.3
COc1cccc2c1OC1(CCN(C(=O)C3Cc4ccccc4O3)CC1)OC2 (centres undefined),-4,-10,-0.4,-0.2
Cc1ccc(C2=NN(C(=O)CCC(=O)O)C(c3ccc(C)cc3)C2)cc1 (centres undefined),12,4,-1.2,0.6
CC(C)c1ccc(C2=CC(c3ccccc3Cl)n3nnnc3N2)cc1 (centres undefined),3,15,-1.5,0.2
CC(C)CCSc1nc(CC(C)(C)C)nc2c1c(=O)n(C)c(=O)n2C,-5,-1,-1.0,0.0
CC(C)=C/C(C)=N\NC(=O)c1ccccc1O,10,13,-0.4,-0.5
O=C(Nc1ccccc1)c1cnc(N2CCC(N3CCOCC3)CC2)s1,-13,18,-1.6,0.0
COc1ccc(C(C)=O)cc1CN1C(=O)C(C)Oc2ccc(C)cc21 (centres undefined),-2,-2,1.7,-0.1
O=c1oc2cc(O)ccc2cc1S(=O)(=O)c1ccc(Br)cc1,10,2,-0.8,0.1
CCS(=O)(=O)Nc1ccc(-c2nnc(SCC(=O)Nc3ccccc3F)o2)cc1,-5,1,3.2,-0.1
COc1cc(Nc2cc(N3CCN(Cc4ccc5c(c4)OCO5)CC3)nc(N)n2)cc(OC)c1OC,-6,18,1.6,-0.1

# Exported field by field: four of the compounds above.
structure: CCS(=O)(=O)Nc1ccc(-c2nnc(SCC(=O)Nc3ccccc3F)o2)cc1
  TEAD-YAP block: -5 | MITF primary: 1 | GPR151 ag: 3.2 | FBW7 activator: -0.1
structure: CC(C)=C/C(C)=N\NC(=O)c1ccccc1O
  TEAD-YAP block: 10 | MITF primary: 13 | GPR151 ag: -0.4 | FBW7 activator: -0.5
structure: CC(C)CCSc1nc(CC(C)(C)C)nc2c1c(=O)n(C)c(=O)n2C
  TEAD-YAP block: -5 | MITF primary: -1 | GPR151 ag: -1.0 | FBW7 activator: 0.0
structure: COc1ccc(C(C)=O)cc1CN1C(=O)C(C)Oc2ccc(C)cc21 (centres undefined)
  TEAD-YAP block: -2 | MITF primary: -2 | GPR151 ag: 1.7 | FBW7 activator: -0.1

# Following part.
SMILES,TEAD-YAP block,MITF primary,GPR151 ag,FBW7 activator
O=C(COc1ccc(Cl)cc1)NNC(=O)C(=O)NCc1ccccc1,3,8,-0.2,0.0
CC1=NC(C)Cc2ccccc21 (centres undefined),1,-17,0.0,0.1
Cn1c(=O)[nH]c(=O)c2c1nc(NCCO)n2Cc1ccccc1,-7,-14,-1.0,0.0
CC(C)(C)c1ccc(OCC(=O)Nn2cnnc2)c(Br)c1,1,5,0.2,0.0
O=c1c(F)cn(C2CCCO2)c(=O)n1Cc1ccc(Cl)cc1Cl (centres undefined),-11,16,-0.3,0.5
CC1=C(C(=O)OCCOC(C)C)C(c2ccc3c(c2)OCO3)NC(=O)N1 (centres undefined),4,-2,-2.0,0.1
CCOC(=O)c1sc(=S)n2c1[nH]c(=O)c1ccccc12,0,-7,0.2,-0.1
COc1ccc(/C(C)=N/Nc2cccc(Cl)c2)c(O)c1,-13,-1,0.6,0.0
CC1=C(C(=O)OC(C)C)C(c2ccc(Cl)cc2)n2c(s/c(=C\c3ccc(N4CCCCC4)o3)c2=O)=N1 (centres undefined),-7,-4,2.1,0.2
CCOC(=O)C1=CN(Cc2ccc(OC)cc2)C=C(C(=O)OCC)C1c1cccc(Br)c1,-22,-25,-1.1,0.4
Cc1cc(N2CCN(S(=O)(=O)c3ccc(F)cc3)CC2)n2c(nc3ccccc32)c1C#N,-6,-5,0.9,0.0
CNC(=O)/C(C#N)=C/c1c(Oc2ccc(F)cc2)nc2c(C)cccn2c1=O,13,8,-2.9,0.1
COc1cccc(CNC(=O)Nc2ccc(-c3cn[nH]c3)cc2C(F)(F)F)c1,-5,-3,-0.7,0.3
COc1ccccc1[C@@H]1C[C@H](O)C(=O)N1C,5,-1,0.1,0.0
COc1ccc(/C=N/NC(=O)c2cc(-c3ccccc3)n[nH]2)c(O)c1,8,-73,2.8,-0.1
COc1ccc(S(=O)(=O)N2CCCCC2)cc1I,2,-5,1.5,0.0
COCCNC(=O)CC(=O)N/N=C/c1cccc(OC)c1,-1,16,0.1,0.2
CCOC(=O)C1=C(C)N=c2s/c(=C\c3ccc(I)cc3)c(=O)n2C1c1ccccc1OC (centres undefined),0,-1,-1.0,0.0
COc1ccc(C2=NN(C(=O)CCCC(=O)O)C(c3ccc(C)cc3)C2)cc1OC (centres undefined),5,7,1.1,0.1
COc1cc(OC)c(C2C3=C(CC(C)(C)CC3=O)Nc3nc4ccccc4n32)cc1OC (centres undefined),8,6,1.9,-0.1
COc1cccc(C2CC(c3cccs3)=NN2C(=O)CSc2cn(C)c3ccccc23)c1OC (centres undefined),16,1,-0.6,-0.1
O=C(c1cccc(I)c1)n1cnc2ccccc21,0,9,1.2,-0.2
COc1ccccc1NC(=O)CN(Cc1ccccc1)S(=O)(=O)c1ccc(C)cc1,9,-4,-1.8,0.1
CCCCC1CCC(c2nnc(-c3ccccc3C)o2)CC1 (centres undefined),7,3,-1.7,0.4
COc1ccc(OCC(=O)Nc2ccc3c(c2)OCCO3)cc1,-5,-8,0.8,0.1
COc1ccccc1NC(=S)NCc1ccco1,4,17,-1.4,-0.1
CCOC(=O)c1ccccc1NC(=O)c1n[nH]c(=O)c2ccccc12,0,-8,2.3,-0.2
COc1ccccc1C(=O)N1CCN2C(=O)[C@@H](C(C)C)NC(=O)[C@H]2C1,5,-9,-0.5,0.1
O=C(Nc1ccccc1F)C1C(c2ccccc2)C1(Cl)Cl (centres undefined),0,5,0.0,0.1
Cn1c2ccccc2c2c(C(=O)N3CCCCC3)cn(C3CCCCC3)c(=O)c21,4,5,2.4,0.0
O=C(CSc1ccc(-c2ccccc2)nn1)NCc1ccc(Cl)cc1,-4,-4,-0.7,-0.2
Cc1ccc(N=Cc2c(O)n(-c3cccc(C)c3)c(=S)[nH]c2=O)cc1,8,-20,-1.0,0.2
CCCn1c(CCC(=O)NCCc2sccc2C)nc2cccnc21,11,3,0.2,0.0
COc1ccc(C2NC(=O)NC(O)(C(F)(F)F)C2C(=O)c2cccs2)cc1 (centres undefined),-1,-12,-0.5,-0.1
CSc1nsc(SCC(=O)Nc2cc(C)on2)n1,2,-3,-0.8,0.0
CNC(=S)N1CCn2cccc2C1c1ccc(C)cc1 (centres undefined),1,10,-0.7,0.1
CN(Cc1cccs1)S(=O)(=O)c1ccccc1[N+](=O)[O-],4,10,-0.6,0.0
CC1C(=O)N(c2ccccc2)C(c2ccc(Br)cc2)S1(=O)=O (centres undefined),-5,-6,1.5,0.1
O=C(C[n+]1ccc(/C=N/O)cc1)NC1CCCCC1,-4,9,0.8,0.2
c1ccc(COc2ccc(Nc3ncnc4c3cnn4-c3ccccc3)cc2)cc1,-1,6,1.7,-0.1

# A different layout for some results above:
O=C(CSc1ccc(-c2ccccc2)nn1)NCc1ccc(Cl)cc1
- TEAD-YAP block: -4
- MITF primary: -4
- GPR151 ag: -0.7
- FBW7 activator: -0.2

Cc1ccc(N=Cc2c(O)n(-c3cccc(C)c3)c(=S)[nH]c2=O)cc1
- TEAD-YAP block: 8
- MITF primary: -20
- GPR151 ag: -1.0
- FBW7 activator: 0.2

CCCn1c(CCC(=O)NCCc2sccc2C)nc2cccnc21
- TEAD-YAP block: 11
- MITF primary: 3
- GPR151 ag: 0.2
- FBW7 activator: 0.0

COc1ccc(C2NC(=O)NC(O)(C(F)(F)F)C2C(=O)c2cccs2)cc1 (centres undefined)
- TEAD-YAP block: -1
- MITF primary: -12
- GPR151 ag: -0.5
- FBW7 activator: -0.1

# Continuation.
SMILES,TEAD-YAP block,MITF primary,GPR151 ag,FBW7 activator
CN1CCCc2cc(C(CNC(=O)c3c(F)cccc3F)N3CCOCC3)ccc21 (centres undefined),-6,6,-0.5,0.2
CCCn1c(C)cc(/C=C(\C#N)C(=O)OCC(=O)NC23CC4CC(CC(C4)C2)C3)c1C,-4,1,0.1,0.1
OC(CNc1cccc2ccccc12)Cn1c2ccc(Br)cc2c2cc(Br)ccc21 (centres undefined),-2,-1,-1.4,-0.2
COc1ccccc1CCNC(=O)c1ncoc1-c1ccc2ccccc2c1,-4,-6,-0.6,0.1
O=C(Nc1ccccc1C(F)(F)F)c1cc2nc(-c3ccc(Br)cc3)cc(C(F)(F)F)n2n1,0,-5,-0.3,-0.1
COC1=C/C(=C/c2c(N)n3oc(C)cc3nc2=O)C=CC1=O,6,13,-1.2,0.3
O=C(O)/C=C/C(=O)NCc1cccs1,1,-10,0.4,0.0
CCOC(=O)Nc1cccc(F)c1N1CCC2(CC1)OCCO2,-6,-4,-0.2,0.2
C/C(=N\NS(=O)(=O)c1ccc(Br)cc1)C1CC1,-4,-4,0.2,-0.1
CC(=O)Nc1ccc(N(CCC#N)N=O)cc1,8,6,-0.2,-0.1
COc1ccc(OCc2cc(C(=O)N(C)CC3CCCN3C)no2)c(Cl)c1 (centres undefined),-12,-7,-0.5,-0.1
COc1ccc(CNC(=O)c2cc(-c3ccccc3)nc3ccccc23)cc1,4,23,0.8,-0.1
COc1ccc(-c2noc(CN3CCC[C@H]3C(N)=O)n2)cc1,-4,11,1.3,0.1
COc1cn(CC(=O)Nc2ccc(C)cc2C)c(CSc2ncccn2)cc1=O,3,9,-1.4,0.0
COCCOC(=O)C1=C(N)OC2=C(C(=O)CC(C)(C)C2)C1c1cccnc1 (centres undefined),1,3,0.3,-0.3
O=C(NCc1ccccc1Cl)c1ccc(N2CCCCC2)c([N+](=O)[O-])c1,-6,7,-2.1,-0.3
Cc1cccc(NC(=O)c2ccc3c(c2)C(=O)N(c2cccc(C)c2)C3=O)c1,13,11,-1.4,0.3
COc1ccc2cc(C3(C)NC(=O)N(CC(=O)NCc4ccc(C)cc4)C3=O)ccc2c1 (centres undefined),0,2,0.5,0.0
COc1ccc(C2C3=C(CC(C)(C)CC3=O)Nc3nc(SC)nn32)c(OC)c1OC (centres undefined),4,16,-0.7,0.0
O=c1c2ccccc2nc2c3ccccc3c(NCc3ccco3)nn12,-29,22,-0.2,1.2
CCC(C)N(C(=O)c1csnn1)C(C(=O)NCc1ccc(F)cc1)c1ccco1 (centres undefined),-11,-5,7.2*,1.0
COc1ccc(C)cc1NC(=O)C(=O)N1CCN(c2ccccc2)CC1,5,12,-0.9,0.2
CCC(C)NC(=O)c1oc2ccc3c(c2c1C)C(=O)CC(C)(C)O3 (centres undefined),-69,9,-0.2,0.0
CCN(CC)C(=O)c1sc(NC(=S)Nc2cnccn2)c(C(=O)OC)c1C,-7,16,0.4,-0.1
O=C(NC1CCS(=O)(=O)C1)c1ccc(Cl)cc1Cl (centres undefined),-12,6,-1.2,0.0
CCc1cc(Br)c(SC(CC(=O)c2ccccc2)c2cccc([N+](=O)[O-])c2)s1 (centres undefined),-3,11,2.2,-0.1
CC(C)Oc1ccc(C(=O)Nc2cccnc2)cc1,-64,-15,-1.3,-0.2
O=C(Nc1cccc(-n2cnnn2)c1)C1CCCN(C(=O)C2=CCCC2)C1 (centres undefined),-8,-9,-1.1,-0.1
